NOD2 inhibition – NOD2 signaling inhibitors, cell-based, luminescence, uHTS, HEK293 (AID 1566) | inhibition, % at 4 µM; hits with a dose series show EC50 in µM | hit rate 0.63% among 290,000 | HEK293 NOD2/NF-kB luciferase reporter, luminescence; higher % means a stronger effect; note: many of its hits are not listed in these tables
NOD1 NF-kB reporter – inhibition of NOD1-driven NF-kB reporter – cell-based, luminescence, uHTS, primary screen (AID 1578) | NOD1-driven NF-kB luciferase reporter cells, luminescence; higher % means a stronger effect | hit rate 1% among 290,000 | inhibition, % at 4 µM; hits with a dose series show EC50 in µM; in the data active = inhibition mostly above about 36%, no sharp cut-off; inactive = mostly below about 34%;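 note: HEK-293T reporter cells stimulated with the NOD1 agonist gamma-tri-DAP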
KOR beta-arrestin-1 – KOR agonists, beta-arrestin recruitment, primary screen, cell-based, luminescence, uHTS (AID 1777). KOR beta-arrestin recruitment, luminescence; higher % means a stronger effect. activation, % at 10 µM; hits with a dose series show EC50 in µM. hit rate 0.02% among 280,000; in the data active = activation above about 50%, passing the limit was not always enough; note: a part of the inactive calls stands beside numbers as strong as those of hits
PMI inhibition – human PMI inhibitors, high substrate, primary screen, biochemical, fluorescence intensity, high mannose 6-phosphate (AID 1220); inhibition, % at 20 µM, or IC50 in µM where a hit was titrated; recombinant PMI enzyme, coupled fluorescence intensity; higher % means a stronger effect; hit rate 0.66% among 190,000
XIAP antagonists – XIAP antagonists, biochemical, IAP family, fluorescence polarization (AID 1018). XIAP BIR domain, fluorescence polarization peptide displacement; higher % means a stronger effect. hit rate 0.007% among 200,000. displacement, % at 20 µM; hits with a dose series show IC50 in µM; in the data active = displacement above about 50%; note: a part of the inactive calls stands beside numbers as strong as those of hits
KOR beta-arrestin-2 – kappa opioid receptor blockers – cell-based, luminescence, uHTS (AID 1778); KOR beta-arrestin recruitment, luminescence, antagonist mode; higher % means a stronger effect; one-dose inhibition, % at 10 µM; IC50 in µM for titrated hits; hit rate 0.091% among 290,000; note: strong numbers were not always called active
LYP inhibition – PTPN22 lymphoid phosphatase activity blockers – biochemical, fluorescence intensity, uHTS (AID 1779) | one-dose inhibition, % at 11.5 µM; IC50 in µM for titrated hits | recombinant LYP phosphatase, fluorescence intensity; higher % means a stronger effect | hit rate 0.054% among 290,000;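 note: plate controls were vehicle with enzyme for no effect and no enzyme for full effect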
TNAP activation fold – human TNAP enzyme activators, primary screen, biochemical, luminescent, no phosphate acceptor, uHTS (AID 1001); hit rate 0.03% among 200,000; purified TNAP, luminescent activation assay, no phosphate acceptor; higher activation fold means a stronger effect; activation fold at 20 µM; hits with a dose series show EC50 in µM; in the data active = activation fold from about 3, or a potency from the dose series; inactive = the rest, 99 in 100 with activation fold below about 1.6; note: many of its hits are not listed in these tables
PMI inhibitors – inhibitors of human PMI, primary screen, biochemical, fluorescence intensity, coupled assay (AID 1209); purified PMI enzyme, coupled fluorescence intensity; higher % means a stronger effect; inhibition, % at 20 µM; hits with a dose series show IC50 in µM; hit rate 0.42% among 190,000;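 note: plate controls were DMSO vehicle for no effect and wells lacking substrate for full effect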
Active calls of the source: *; . = no result given; [ ] = dose if it differs, or a comment. Cut-off read from the data, not from the text of the source, unless noted: active = inhibition above about 50%; inactive = the rest. An excerpt. The share of hits here may be higher or lower than overall.

XIAP antagonists,NOD2 inhibition,KOR beta-arrestin-1,LYP inhibition,KOR beta-arrestin-2,PMI inhibition,NOD1 NF-kB reporter,TNAP activation fold,PMI inhibitors,mol
2.3%,5%,-3.9%,4%,18%,-15%,-25%,1.2,3%,CCOC(=O)N1CCN(c2cc3[nH]c(=S)[nH]c3cc2F)CC1
.,-8%,8.6%,3%,-9%,.,-21%,.,.,Cc1ccc(C(=O)Nc2ccccc2C(=O)N2CCCC(C)C2)cc1 (configuration not stated)
.,-14%,4.1%,-12%,46%,.,4%,.,.,CCNC(=O)CSc1nc2sccc2c(=O)n1-c1ccccc1
-4.6%,-26%,-5.9%,-1%,7%,23%,-19%,1.1,19%,O=C(O)C1C2C=CC(C2)C1C(=O)Nc1ccc2c(c1)OCCO2 (configuration not stated)
.,26%,6.4%,0%,-24%,.,-11%,.,.,CSc1ccc(CN(C)C(=O)CNC(=O)c2sc3ccccc3c2Cl)cc1
0.5%,4%,0.4%,0%,3%,8%,-39%,1.1,7%,Cc1csc2ncc(C(=O)Nc3ccc(C(F)(F)F)cc3)c(=O)n12
-7.3%,4%,-3.8%,-9%,-8%,7%,-39%,1.1,5%,Cc1cc(NC(=O)CSc2nncn2N)no1
.,-12%,2.2%,-11%,-50%,.,-19%,.,.,COc1ccc(-n2c(C)nnc2SCC(=O)NC2CC2)cc1
-3.7%,13%,6.5%,-11%,-48%,19%,-4%,1.1,23%,O=C(Oc1cc2oc(=O)c3c(c2cc1Cl)CCCC3)c1ccco1
.,15%,-0.3%,-6%,-32%,.,2%,.,.,CCC(C)NC(=O)c1cn(CCOC)c(=O)c2c1c1ccccc1n2C (configuration not stated)
-3.0%,7%,-4.7%,-5%,-7%[20 µM],14%,-18%,1,14%,CCNc1nc(NCC)n2c(SCC(=O)Nc3ccc(F)cc3[N+](=O)[O-])nnc2n1
-6.2%,21%,-8.9%,-10%,14%,-2%,-10%,1.2,-4%,Cc1ccc(C)n1-c1ccccc1N1CCCCC1
.,-7%,-3.2%,-4%,11%,.,-28%,.,.,COc1cccc(CN2CC(C(=O)NCCCCc3ccccn3)CCC2=O)c1 (configuration not stated)
.,5%,1.2%,-10%,-33%[20 µM],.,-20%,.,.,O=C(C[n+]1ccncc1)c1ccccc1
.,-88%,4.5%,-4%,3%,.,-1%,.,.,Cc1ccc(Nc2nc(CSc3n[nH]c(N)n3)cs2)cc1
-7.7%,18%,-1.1%,-3%,9%,4%,-7%,1,9%,CCN(CC)CCCNC(=O)C(C)n1nc(C)c2sc3ccccc3c2c1=O (configuration not stated)
-8.2%,2%,0.7%,-6%,20%,-10%,-31%,1.2,-11%,N#Cc1cnc(NOCc2ccc(Cl)cc2)nc1
-9.9%,-9%,0.7%,-8%,10%,5%,-10%,1.1,16%,COc1ccc(C(=O)Nc2cc(C)cc(C)c2)cc1S(=O)(=O)N1CCOCC1
.,-7%,-2.3%,2%,16%,.,-10%,.,.,O=C(NCCCN1CCOCC1)c1nn2c(C(F)(F)F)cc(-c3ccco3)nc2c1Cl
-8.9%,1%,1.4%,-4%,-21%,2%,-8%,1.1,0%,O=C(CSc1nnc2sc3ccccc3n12)NCc1ccco1

4 entries drawn at random from the list so far:
XIAP antagonists,NOD2 inhibition,KOR beta-arrestin-1,LYP inhibition,KOR beta-arrestin-2,PMI inhibition,NOD1 NF-kB reporter,TNAP activation fold,PMI inhibitors,mol
-7.7%,18%,-1.1%,-3%,9%,4%,-7%,1,9%,CCN(CC)CCCNC(=O)C(C)n1nc(C)c2sc3ccccc3c2c1=O (configuration not stated)
-3.7%,13%,6.5%,-11%,-48%,19%,-4%,1.1,23%,O=C(Oc1cc2oc(=O)c3c(c2cc1Cl)CCCC3)c1ccco1
-7.3%,4%,-3.8%,-9%,-8%,7%,-39%,1.1,5%,Cc1cc(NC(=O)CSc2nncn2N)no1
.,5%,1.2%,-10%,-33%[20 µM],.,-20%,.,.,O=C(C[n+]1ccncc1)c1ccccc1

Additional results.
XIAP antagonists,NOD2 inhibition,KOR beta-arrestin-1,LYP inhibition,KOR beta-arrestin-2,PMI inhibition,NOD1 NF-kB reporter,TNAP activation fold,PMI inhibitors,mol
-6.5%,-4%,1.6%,-4%,8%,-4%,-14%,1.1,-1%,CCOc1ccc(-n2c(=O)cc(N3CCN(c4ccccc4)CC3)[nH]c2=O)cc1
.,7%,-6.1%,-7%,-6%,.,0%,.,.,O=C(COC(=O)c1cccc(OC(F)F)c1)NC1CCCC1
.,24%,9.1%,-5%,-73%[20 µM],.,44%,.,.,CC(=O)c1ccc(OCCCCCCCOc2ccc(C(C)=O)cc2)cc1
-3.9%,-65%,-4.5%,-6%,16%[20 µM],40%,-11%,1.1,14%,Cc1nc2ncccn2c1-c1csc(Nc2ccc(O)cc2)n1
-3.6%,-58%,-2.6%,0%,-7%,-16%,-64%,1.1,-14%,O=C1C(C=NCCN2CCOCC2)=C(O)c2ccccc21
-6.0%,13%,-5.5%,-5%,-6%,2%,8%,1.1,4%,COc1ccc(C2C3=C(CC(C)(C)CC3=O)Oc3ncn(CC(C)C)c(=N)c32)cc1 (configuration not stated)
-10%,15%,-2.5%,-4%,-4%[20 µM],9%,-11%,1.1,10%,COC(=O)Cc1cc(=O)[nH]c(/N=C(\N)Nc2ccc(C(C)C)cc2)n1
-0.6%,-9%,13%,-13%,-47%,-11%,-7%,1.2,-5%,Cc1csc(=O)n1CCC(=O)O
.,-138%,-5.6%,-11%,-49%,.,-6%,.,.,Nc1c(-c2ccc(Cl)cc2)cnc2c(-c3ccccc3)cnn12
-5.6%,-12%,12%,-7%,12%,-14%,11%,1.2,-14%,CC1CCN(Cc2nnnn2-c2cccc([N+](=O)[O-])c2)CC1
-7.9%,-3%,-0.1%,4%,-21%,-7%,3%,1.1,-7%,CC(C)OC(=O)NCN1C(=O)C2C3C=CC(C3)C2C1=O (configuration not stated)
-1.7%,-56%,0.7%,1%,-22%,16%,-21%,1.1,24%,CCCC[C@@H]1CNC(=S)N1CCc1cccc2ccccc12
0.1%,4%,58%,2%,-24%,9%,66%,1.1,8%,CCOc1cc(/C=C/c2nc3cc(C)c(C)cc3s2)ccc1OCC(=O)N1CCOCC1
-6.7%,-37%,0.0%,3%,-20%,-4%,15%,1.1,-4%,O=C(/C=C\c1ccc2c(c1)OCO2)NC1(C(=O)Nc2ccc3c(c2)OCO3)CCCCC1
-1.4%,4%,-5.0%,-13%,18%,2%,1%,1.1,4%,COc1ccc(S(=O)(=O)N(C)CC(=O)Nc2c(F)cccc2F)cc1
.,25%,0.4%,-4%,5%,.,3%,.,.,COCCn1c(SCC(=O)Nc2ccc(OC)c(S(N)(=O)=O)c2)nc2ccccc21
-4.8%,15%,-1.5%,-6%,8%,-6%,-18%,1.1,1%,O=C(CN1C(=O)C2CCCCC2C1=O)Nc1nccs1 (configuration not stated)
.,14%,0.1%,-4%,1%,.,2%,.,.,COc1ccc(C2CC(c3ccccc3)Nc3nc(NS(C)(=O)=O)nn32)cc1 (configuration not stated)
-2.8%,14%,6.0%,-4%,-4%,2%,-17%,1.2,15%,O=C(NNS(=O)(=O)c1ccc(F)cc1)c1ccc(S(=O)(=O)N2CCCCC2)cc1
-1.5%,10%,0.9%,-6%,-12%,4%,.,1,-5%,CCOc1ccccc1NC(=O)C(=O)NCC1CCCN1CC (configuration not stated)
-4.4%,30%,12%,-8%,-38%,-72%,34%,1.1,-52%,O=C(OCC(=O)N1CCc2ccccc21)C1=COCCO1
-3.0%,4%,-1.0%,4%,19%,-5%,.,1.1,0%,CCn1c(SCC(=O)NCCc2ccc(Cl)cc2)nnc1-c1cccs1
.,-13%,5.1%,-5%,-9%,.,9%,.,.,CC(=O)NCCC(=O)N1CCCC(N(C)CCc2ccccc2)C1 (configuration not stated)
.,-3%,-4.0%,-9%,21%,.,-41%,.,.,COc1cc(NC(=O)COC(=O)CC(NC(C)=O)c2ccccc2)cc(OC)c1 (configuration not stated)
.,10%,-1.5%,-8%,33%,.,4%,.,.,NC(=S)Nc1cccc(O)c1
.,-8%,2.4%,-7%,-1%,.,-11%,.,.,O=C(NCc1ccccn1)C(=O)NCC1OCCN1S(=O)(=O)c1ccc([N+](=O)[O-])cc1 (configuration not stated)
-3.2%,8%,-1.0%,-10%,-8%,-6%,1%,1,-2%,Cc1ccc(CCNC(=O)C2CCN(S(=O)(=O)c3c(C)nn(C)c3C)CC2)cc1
.,1%,1.3%,-11%,-2%,.,-6%,.,.,CC(Oc1ccc([N+](=O)[O-])cc1)C(=O)NCCCN1CCOCC1 (configuration not stated)
.,-8%,5.0%,-5%,-2%,.,-7%,.,.,C=CCCC(=O)NC1CC(C)(C)Cc2c1cnn2-c1ccc(OC)cc1 (configuration not stated)
-2.9%,-2%,-5.7%,-3%,33%[20 µM],30%,-21%,1,1%,NC(N)=N/N=C/c1cccc([N+](=O)[O-])c1O
-4.3%,-2%,0.6%,-1%,22%,-1%,-23%,1.1,0%,Cc1nnc(NC(=O)c2c(F)c(F)c(F)c(F)c2F)s1
-3.0%,5%,1.9%,-2%,-14%,13%,-10%,1,8%,C=CCn1c(-c2cccnc2Cl)nc2cc(Cl)c(Cl)cc21
-1.9%,14%,-0.6%,-11%,19%,-3%,-10%,1.1,-10%,NC(=O)c1ccccc1N=Cc1ccccn1
-5.6%,24%,-3.3%,2%,.,14%,8%,1.1,14%,COc1ccc([N+](=O)[O-])cc1NC(=O)Nc1ccccc1
-18%,8%,7.7%,-5%,6%[20 µM],10%,-18%,1.1,10%,CC(C)Oc1cccc(C(=O)C2CCCN(C(=O)CCn3cnnn3)C2)c1 (configuration not stated)
.,-1%,0.9%,-8%,-18%,.,-12%,.,.,COc1cccc(CN2CCN(CC#Cc3ccccc3)CC2CCO)c1 (configuration not stated)
-2.6%,-5%,9.6%,-8%,37%,3%,-16%,1.1,-5%,CCOC(=O)CC(N)c1ccc2c(c1)OCO2 (configuration not stated)
.,17%,0.9%,-9%,12%,.,-12%,.,.,O=C(NCc1ccccc1F)C1CCCN1C(=O)Nc1ccccc1 (configuration not stated)
-6.0%,1%,2.3%,-8%,-30%,12%,-24%,1.1,9%,N#Cc1ccccc1N=C1CCCN1Cc1ccccc1
.,-12%,-3.0%,2%,3%,.,-6%,.,.,CC1CCN(c2nc(N(C)c3ccccc3)nc(N)c2[N+](=O)[O-])CC1

A run of entries from further up, for reference:
XIAP antagonists,NOD2 inhibition,KOR beta-arrestin-1,LYP inhibition,KOR beta-arrestin-2,PMI inhibition,NOD1 NF-kB reporter,TNAP activation fold,PMI inhibitors,mol
.,-8%,8.6%,3%,-9%,.,-21%,.,.,Cc1ccc(C(=O)Nc2ccccc2C(=O)N2CCCC(C)C2)cc1 (configuration not stated)
.,-14%,4.1%,-12%,46%,.,4%,.,.,CCNC(=O)CSc1nc2sccc2c(=O)n1-c1ccccc1

More compounds follow.
XIAP antagonists,NOD2 inhibition,KOR beta-arrestin-1,LYP inhibition,KOR beta-arrestin-2,PMI inhibition,NOD1 NF-kB reporter,TNAP activation fold,PMI inhibitors,mol
-4.5%,0%,-1.7%,-3%,0%,5%,-1%,1,8%,Cn1c(CN2CCN(C(=O)c3ccc(F)cc3)CC2)nc2cc([N+](=O)[O-])ccc21
.,14%,0.8%,-7%,15%,.,-10%,.,.,Cc1ccc(C(=O)C2CCN(C(=O)c3ccc(C)cc3)CC2)cc1
.,-8%,-4.6%,-7%,8%[20 µM],.,-5%,.,.,CC1CN(CCCCSc2ccc(Cl)cc2)CC(C)O1 (configuration not stated)
-3.4%,6%,0.2%,1%,10%,-32%,.,1.1,-16%,Cc1ccc(C)c(/C(O)=C2\C(=O)C(=O)N(CCCN3CCOCC3)C2c2cccnc2)c1 (configuration not stated)

Screening data: PubChem, Sanford-Burnham Center for Chemical Genomics
